Screens deposited in PubChem BioAssay by several laboratories.
bIAP activator: intestinal alkaline phosphatase (bovine) activation. purified bovine IAP, CDP-star luminescence, 30 min; hits give high values; fold of DMSO-control signal, blank-subtracted. activation factor at 20 µM. 200,000 tested, 0.17% active. AID 1016;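 active = activation factor of 2 or more at 20 µM, a signal rise over negative controls twice the positive control's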
TNAP inh no acc: inhibitors of human TNAP without phosphate acceptor. P05186. purified TNAP, CDP-star luminescence, 30 min. inhibition, % at 20 µM. 200,000 tested, 0.26% active. AID 1012;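 active = tissue-nonspecific alkaline phosphatase inhibition above about 50% at 20 µM in the single-dose screen, limit read from the data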;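 also: 0% = DMSO negative control and 100% = EDTA positive control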
Target sequence (P05186 whole entry, looked up): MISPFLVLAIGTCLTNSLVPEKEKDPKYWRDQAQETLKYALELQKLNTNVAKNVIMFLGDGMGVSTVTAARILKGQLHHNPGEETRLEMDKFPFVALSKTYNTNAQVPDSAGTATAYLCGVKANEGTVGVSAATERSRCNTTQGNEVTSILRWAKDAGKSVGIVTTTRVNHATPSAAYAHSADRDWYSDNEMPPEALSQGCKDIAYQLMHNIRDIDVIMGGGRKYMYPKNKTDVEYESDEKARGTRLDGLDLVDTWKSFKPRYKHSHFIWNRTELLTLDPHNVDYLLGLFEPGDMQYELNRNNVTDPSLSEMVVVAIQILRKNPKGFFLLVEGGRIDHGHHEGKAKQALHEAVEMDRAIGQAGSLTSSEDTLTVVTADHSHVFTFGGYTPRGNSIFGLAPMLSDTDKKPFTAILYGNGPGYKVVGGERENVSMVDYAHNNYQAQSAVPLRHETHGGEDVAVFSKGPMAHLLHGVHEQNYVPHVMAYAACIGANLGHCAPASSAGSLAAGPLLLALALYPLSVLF
HMGR II inh: blocks class II HMG-CoA reductase of Enterococcus faecalis. AID 1066. 190,000 tested, 0.41% active. inhibition, % at 10 µM. purified E. faecalis HMGR, NADPH absorbance 340 nm kinetic;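 active = inhibition above a set limit, the median over all tested compounds plus 3 SD, cut at about 9.5% in these data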;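 also: enzyme runs in reverse so mevalonate oxidation gives rising NADPH absorbance; 0% = complete reaction with DMSO and 100% = background rate lacking mevalonate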
PPARg SRC-1 ag: promotes SRC-1 coactivator recruitment by human PPARgamma; PPARgamma-SRC-1 coactivator recruitment biochemical assay; 200,000 tested, 0.41% active; activation, % at 8 µM; P37231; in the data active = activation above about 19%;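 also: 0% = DMSO and 100% = reference agonist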
Target sequence (P37231 whole entry, looked up): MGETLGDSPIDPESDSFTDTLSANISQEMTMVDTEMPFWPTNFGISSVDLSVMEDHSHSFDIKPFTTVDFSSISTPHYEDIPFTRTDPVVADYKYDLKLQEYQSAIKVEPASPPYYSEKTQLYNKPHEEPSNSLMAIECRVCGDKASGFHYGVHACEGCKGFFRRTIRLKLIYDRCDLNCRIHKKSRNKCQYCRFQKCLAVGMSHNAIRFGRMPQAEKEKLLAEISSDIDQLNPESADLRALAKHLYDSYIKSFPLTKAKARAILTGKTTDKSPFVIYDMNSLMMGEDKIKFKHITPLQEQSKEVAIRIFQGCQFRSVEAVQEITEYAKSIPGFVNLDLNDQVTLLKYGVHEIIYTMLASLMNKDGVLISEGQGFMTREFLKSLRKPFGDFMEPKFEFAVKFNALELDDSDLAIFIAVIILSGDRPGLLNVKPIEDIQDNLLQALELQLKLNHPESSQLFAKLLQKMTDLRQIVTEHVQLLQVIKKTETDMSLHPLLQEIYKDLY
PPARg SRC2 recr: promotes SRC-2 coactivator recruitment by human PPARgamma; activation, % at 8 µM; 200,000 tested, 0.34% active; AID 1032; PPARgamma LBD-SRC-2 recruitment, biochemical; P37231; in the data active = activation above about 22%;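 also: 0% = vehicle and 100% = reference agonist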
TNAP inh hi DEA: inhibitors of human TNAP at high phosphate acceptor concentration; P05186; purified TNAP, CDP-star luminescence, 1 M DEA; inhibition, % at 20 µM; 200,000 tested, 0.03% active;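 active = over 50% inhibition of tissue-nonspecific alkaline phosphatase at 20 µM in the single-dose screen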;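 also: plate controls were DMSO wells for no effect and EDTA-quenched wells as full inhibition for full effect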
SRC2 TRFRET art: counter-screen for PPARgamma SRC-2 recruitment agonists: TR-FRET artefact. hits give high values. 200,000 tested, 0.4% active. AID 1049. TR-FRET ratio at 8 µM; in the data active = TR-FRET ratio above about 2000; also: inactives centre near 1500
PPARg SRC-3 ag: agonists of human PPARgamma SRC-3 coactivator recruitment; P37231; biochemical PPARgamma/SRC-3 coactivator recruitment assay; activation, % at 8 µM; 200,000 tested, 0.26% active; AID 731; in the data active = activation above about 23%;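 also: 0% = DMSO and 100% = reference agonist; some compounds past the cut are filed as inactive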
TNAP act hiacc: increases human TNAP activity under high phosphate acceptor concentration; P05186; purified TNAP, CDP-star luminescence, 1 M DEA, 30 min; hits give high values; 0 = EDTA background, 1 = DMSO-only activity; activation factor at 20 µM; 200,000 tested, under 10 active; AID 1136;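 active = activation factor at least 2 at 20 µM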
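Assay system: human TNAP; Input: enzyme diluted 1/800 final; Reagent: CDP-star luminogenic substrate at 100 µM final; Timing: 30 min, room temperature; Signal: luminescence; Evaluation: TNAP activation factor scaled between EDTA and DMSO control wells.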
bIAP inh: blocks bovine intestinal alkaline phosphatase activity | purified bovine IAP, CDP-star luminescence, 30 min | inhibition, % at 20 µM | 190,000 tested, under 10 active | AID 1019;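 active = over 50% inhibition of intestinal alkaline phosphatase at 20 µM in the single-dose screen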
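Assay system – bovine IAP enzyme · Quantity – bovine IAP at 1/65,000,000 final dilution · Detection – CDP-star luminescence signal · Times – 30 min reaction at room temperature · Also added – CDP-star substrate at 30 µM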
Numbers without * were called inactive; · = no result given.

SMILES	bIAP activator	TNAP inh no acc	HMGR II inh	PPARg SRC-1 ag	PPARg SRC2 recr	TNAP inh hi DEA	SRC2 TRFRET art	PPARg SRC-3 ag	TNAP act hiacc	bIAP inh
CCCn1c(N2CCN(C)CC2)nc2c1c(=O)[nH]c(=O)n2C	0.9	-6	-12	-6	-7	3	1412	0	1	13
c1ccc(-c2ncnc3nc4n(c23)CCC4)cc1	1	-11	-7	1	1	-6	1569	8	1.1	-1
CNC(=S)N(CCc1ccc(OC)c(OC)c1)Cc1cc2c(C)cc(C)cc2[nH]c1=O	1	13	-2	-5	-12	-4	1593	2	1	0
Cc1nn(C)c(Cl)c1NC(=O)OCc1ccc(Cl)cc1Cl	1	-2	-3	-2	5	-5	1683	4	1	-4
COC(=O)Nc1nc(C)c(C(=O)N(C)C)s1	0.9	-8	-11	2	1	-7	1492	3	1.1	12
CN(C)S(=O)(=O)c1ccc2c(c1)c(=O)c(C(=O)N1CCN(c3ccccn3)CC1)cn2C	1	24	-1	1	5	1	1503	-2	1	2
Cc1nc2ncccn2c1-c1csc(Nc2ccc(O)cc2)n1	0.9	-5	-6	-1	3	-2	1454	12	1	5
CCCC(O)(CCC)C(=O)NN1CCCCC1	1	-11	-4	0	4	-6	1480	5	1.1	-4
CCOc1ccccc1NC(=O)c1oc2ccccc2c1NC(=O)C1CCCO1 (stereo not drawn)	1	-1	0	11	0	-7	1513	2	1.1	-2
Cc1nn(C)c(C)c1S(=O)(=O)N1CCC(C(=O)NC2CCCc3ccccc32)CC1 (stereo not drawn)	1.1	-20	0	7	0	-7	1506	4	1.1	-6
COc1ccc(C(=O)CSc2nc3cccnc3n2C)cc1	1.3	-6	0	4	17	0	1533	5	1	-30
Cc1ccccc1C(O)c1ccccn1 (stereo not drawn)	1	2	-3	-4	9	-3	1479	2	1	4
Cc1cccc(/C=N/NC(=O)c2cccc([N+](=O)[O-])c2)n1	1.1	-43	-6	2	2	2	1417	-4	1	-7
Cc1c(NC(=O)COC(=O)C2(c3ccccc3F)CCCC2)c(=O)n(-c2ccccc2)n1C	0.9	-12	0	7	-1	-5	1538	0	1.1	5
COc1ccc(NC(=S)N(CCc2c(C)[nH]c3ccc(C)cc23)Cc2cccnc2)cc1	0.9	-4	2	5	3	-6	1552	0	1.1	14
CC(=O)C(C(C)=O)C(NC(=O)c1cccnc1)(C(F)(F)F)C(F)(F)F	1	-8	-9	9	4	-2	1691	-4	1	0
COc1ccc2oc(=O)c(C(=O)NCC3CCCO3)cc2c1 (stereo not drawn)	0.9	-4	-5	-8	-6	2	1443	-6	1	8
CCOC(=O)C(NC(=O)c1ccc(F)cc1)(Nc1sc2c(c1C(N)=O)CCC2)C(F)(F)F (stereo not drawn)	1.4	-15	1	9	5	-8	1671	3	1.1	-39
COc1ccccc1N(CC(O)CN1C(=O)NC(C)(C)C1=O)S(=O)(=O)c1ccc(C)cc1 (stereo not drawn)	1	-15	-5	-2	-5	-2	1526	-5	1	1
CCOc1ccc(NC(=O)CN2C(=O)C3CC=CCC3C2=O)cc1 (stereo not drawn)	1.1	-11	1	-7	-4	-7	1478	3	1.1	-5
CCOc1ccc(C(O)Cn2c(=N)n(CCN3CCCCC3)c3ccccc32)cc1 (stereo not drawn)	1.2	-11	-5	7	6	-8	1723	0	1.1	-16
COc1cccc(OCc2nnc(SCC(=O)OC3CCCCC3)n2C)c1	1.1	-9	-1	4	-2	-2	1570	-6	1	-9
Cn1nnnc1SCc1nc2ccccc2[nH]1	1	-13	1	8	6	-7	1751	6	1.1	2
COc1cccc(/C=N/NC(=O)C(=O)N/N=C/c2cccc(OC)c2O)c1O	1.2	-127	3	1	-1	7	1498	-4	0.9	-22
CCN(CC)CCNC(=O)Cc1nn(CC)c(=O)c2ccccc12	0.9	-8	-7	-1	1	-9	1591	12	1.1	5
COC(=O)c1ccc(C2C(C(=O)OC(C)C)=C(C)N=C3SCCC(=O)N32)cc1 (stereo not drawn)	1	-2	·	·	·	-4	·	·	1	-1
COc1ccc(-n2nc(C(=O)N3CCN(c4ccc(F)cc4)CC3)c3ccccc3c2=O)c(OC)c1	1	-6	-6	0	2	-3	1420	-2	1	2
O=C(CSc1nnc(-c2cccnc2)n1Cc1ccco1)c1ccc(Br)cc1	0.9	-19	-6	1	3	-8	1413	-7	1.1	7
O=C(Cc1coc2cc3c(cc12)CCC3)OCC(=O)N1CCCC1=O	1	-8	-2	-6	-9	-2	1493	1	1	5
CC(C)C(OC(=O)c1cccs1)C(=O)NCc1cccs1 (stereo not drawn)	0.8	1	1	-8	-7	-8	1346	-1	1.1	18
CCN(CC)S(=O)(=O)c1cccc(NC2=NCC(C)S2)c1 (stereo not drawn)	1	-7	-6	-2	-4	-2	1568	-1	1	4
Cc1cc2cc(CNC(=O)C3CC3)ccc2n1C	1	-9	-3	-4	-1	1	1455	-6	1	1
O=C(NCc1ccccc1)NC1(C(=O)N2CCN(c3ccccc3)CC2)CCCCC1	2.1*	-318	-4	3	-10	-32	1508	-17	1.3	-113
CCc1cccc(NS(=O)(=O)c2ccc3c(c2)CCC(=O)N3)c1	0.9	-13	-2	14	5	-6	1568	2	1.1	10
CCCCn1c(=O)c2c(O)cc(=O)oc2c2ccccc21	1	-7	-2	6	10	-2	1433	-2	1	-4
COCCNC(=S)N/N=C(\C)c1ccccc1F	1.2	-4	-8	-2	-9	-4	1456	2	1	-22
Cc1ccc2oc(=O)n(CC(=O)OC(C)C)c2c1	0.9	-2	-1	-2	-4	1	1446	5	1	7
O=C(Nc1nc2ccccc2s1)c1ccc(N2CCCCC2)c([N+](=O)[O-])c1	0.3	-9	-6	6	0	6	1472	-2	0.9	·
Cc1ccc(-c2cc(C(=O)Nc3ccc(S(=O)(=O)Nc4onc(C)c4C)cc3)c3ccccc3n2)cc1	1.1	-4	4	14	5	0	1726	8	1	-10
CCCn1c(NC(=O)c2ccco2)nc2ccccc21	1	11	-4	-3	3	-5	1496	0	1	1
CCN1CCN(C(C)C(=O)Nc2c(C)n(C)n(-c3ccccc3)c2=O)CC1 (stereo not drawn)	1	-12	-2	-2	3	0	1615	-2	1	-1
CN1CCN(C(=O)C2=C[C@@H](C3CCCCC3)C[C@@H](OCc3ccc(CO)cc3)O2)CC1	1.1	-6	0	-4	-9	-3	1268	-2	1	-10
O=c1oc2ccccc2n1Cc1ccccc1Cl	1	-4	-6	4	16	0	1638	5	1	0
O=c1c2ccccc2nc(SCc2cc(=O)n3ccsc3n2)n1CCCO	1.1	-11	1	-5	0	-8	1344	-15	1.1	-10
COC(=O)COc1ccc(S(=O)(=O)N2CCN(c3ccccc3F)CC2)cc1C	0.9	-4	1	-1	7	-5	1292	-3	1	6
CC(C)(C)C(=O)Oc1cc(N)n(S(=O)(=O)c2ccc(F)cc2)n1	1	-2	-5	4	5	-2	1457	15	1	2
COc1cc2c3c(c1OC)C1(C=CC(=O)C=C1)CC3N(C(C)=O)CC2 (stereo not drawn)	0.9	-9	1	0	2	0	1663	-1	1	5
CCC(c1nnnn1C(C)(C)CC)N(CCCO)Cc1cc2cccc(C)c2[nH]c1=O (stereo not drawn)	0.9	-6	5	0	-3	-2	1288	-2	1	6
CC1c2nc3ccccc3n2C(CC(=O)NCCCN2CCOCC2)C(=O)N1Cc1ccccc1 (stereo not drawn)	1.2	-12	-2	2	-4	-1	1495	-3	1	-15
Cc1ccc(OCC(O)CN2CCN(Cc3ccc4c(c3)OCO4)CC2)c(C)c1 (stereo not drawn)	1	-15	3	7	10	-6	1499	-1	1.1	1
CC(Cl)C(=O)c1c[nH]c2ccccc12 (stereo not drawn)	1.1	-5	5	11	0	-4	1629	4	1	-6
C=CCN1C(=O)C(Cc2cccc(Cl)c2)SC1=Nc1ccc(C(=O)O)cc1 (stereo not drawn)	1.2	-19	-4	8	2	-5	1597	2	1	-17
COc1ccc(-c2oc3ncnc(N)c3c2-c2ccccc2)cc1	0.9	-19	-6	1	-2	-3	1513	-8	1	8
CCc1cccc2c(=O)c(C(=O)N3CCCCCC3)c[nH]c12	1	-14	-3	6	5	-2	1511	-1	1	4
CCN(C(=O)CN1CCN(c2ccccc2)CC1)c1c(N)n(Cc2ccccc2)c(=O)[nH]c1=O	1	-11	-4	2	3	-6	1477	4	1.1	-4
COc1ccc(NC(=O)/C=C/C(=O)O)cc1Cl	0.9	-2	3	-1	0	-5	1693	-2	1	14
COc1cc(NC(=O)c2csc3c2CCCC3)ncn1	0.9	-6	-1	-2	2	-5	1502	-7	1.1	11
O=C(CNC(=O)OCc1ccccc1)Oc1cc2oc(=O)cc(-c3ccccc3)c2cc1Cl	0.8	-20	-12	4	-2	-5	1550	6	1.1	17
CC(=O)Nc1ccc(S(=O)(=O)Nc2nc3ccccc3nc2Nc2ccccc2)cc1	1	-19	-3	-5	9	0	1381	0	1	1
NS(=O)(=O)c1ccc(NC(=S)NC2CCCCC2)cc1	1.1	-4	-9	9	9	-3	1862	1	1	-12

Profiles, quoted from the list. Screens in order: bIAP activator	TNAP inh no acc	HMGR II inh	PPARg SRC-1 ag	PPARg SRC2 recr	TNAP inh hi DEA	SRC2 TRFRET art	PPARg SRC-3 ag	TNAP act hiacc	bIAP inh
`CCN1CCN(C(C)C(=O)Nc2c(C)n(C)n(-c3ccccc3)c2=O)CC1` (stereo not drawn) in the list: 1	-12	-2	-2	3	0	1615	-2	1	-1
`CCC(c1nnnn1C(C)(C)CC)N(CCCO)Cc1cc2cccc(C)c2[nH]c1=O` (stereo not drawn) in the list: 0.9	-6	5	0	-3	-2	1288	-2	1	6
`CC(C)(C)C(=O)Oc1cc(N)n(S(=O)(=O)c2ccc(F)cc2)n1` in the list: 1	-2	-5	4	5	-2	1457	15	1	2
`O=C(CNC(=O)OCc1ccccc1)Oc1cc2oc(=O)cc(-c3ccccc3)c2cc1Cl` in the list: 0.8	-20	-12	4	-2	-5	1550	6	1.1	17
`CC(Cl)C(=O)c1c[nH]c2ccccc12` (stereo not drawn) in the list: 1.1	-5	5	11	0	-4	1629	4	1	-6

Next section.
SMILES	bIAP activator	TNAP inh no acc	HMGR II inh	PPARg SRC-1 ag	PPARg SRC2 recr	TNAP inh hi DEA	SRC2 TRFRET art	PPARg SRC-3 ag	TNAP act hiacc	bIAP inh
Cc1ccc(S(=O)(=O)NCCCCCC(=O)NC(C)(C)CO)cc1	1	-6	-1	6	7	2	1547	9	1	-1
COCC(=O)NC1CCN(C(=O)Nc2ccc(Br)cc2)CC1	1	-7	-4	-2	0	1	1552	-4	1	-1
COc1ccc(/C=N/Nc2ncc(-c3ccccc3)cn2)c(OC)c1	0.9	-6	-7	1	1	-5	1382	0	1	8
CC(C)CNc1nc(=S)nc(N(C)C)[nH]1	0.8	2	-8	-6	-1	7	1491	-2	0.9	19
C#CC(C)(CC)NC(=O)c1cc2cccc(CC=C)c2oc1=O (stereo not drawn)	1.1	-7	-6	8	6	-1	1637	3	1	-13
Cc1ccccc1OCCN1C(=O)c2ccccc2C1=O	0.9	-7	3	-7	-1	-4	1593	-5	1	6
CCn1cc(S(=O)(=O)N2CCN(Cc3ccc(F)cc3)CC2)cn1	1	-8	-6	-2	2	-2	1417	1	1	-4
CC1CN(C(=O)c2cc3c(=O)n4ccccc4nc3s2)CC(C)O1 (stereo not drawn)	0.9	-16	6	3	7	-6	1706	-3	1.1	8
